Compound activity from PubChem BioAssay.
KB-V1 cytotox: kills drug-selected multidrug resistant KB-V1 cells; KB-V1 MDR cells viability, CellTiter-Glo, 72 h; Potency, µM (titrated, usually from 46.1 µM), without a hit: at the highest dose activity change, negative = cytotoxicity, usual class: cytotoxic; 400,000 tested, 3.4% active; AID 1347076; further: potency means the concentration at half of the fitted maximal effect; on the % scale 0 is the no-effect control and ±100 the full control effect; nearly all actives have a fitted effect of over 60% in size
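Potencies derive from concentration-effect curves fitted to normalized luminescence (CellTiter-Glo) of KB-V1 cells treated for 72 h at 37 degrees C in phenol-red-free DMEM containing 10% FBS.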
SW480 rerep: induces DNA re-replication in SW480 colon adenocarcinoma cells | SW480 DNA re-replication, Hoechst DNA content imaging, 48 h | Potency, µM (doses to about 46.1 µM), without a hit: top-dose re-replication activation, hits mostly activators | 340,000 tested, 1.8% active | AID 624297; further: potency means the concentration at half of the fitted maximal effect; % of control where 0% means no effect; nearly all actives have a fitted effect of over 55% in size
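Hoechst fluorescence of nuclei (405 nm excitation, 500-530 nm emission) measured by plate-scanning imager after 48 hr compound exposure at 37 C; re-replication scored as increased number of nuclei with elevated intensity.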
IL1B secr inh: inflammasome signaling inhibition, IL-1 beta readout; THP-1 LPS/ATP IL-1B secretion, AlphaLISA, 16 h; active compounds read low; activity change, % at 57.5 µM; 360,000 tested, 4.7% active; in the data active means activity change below about -50%; inconclusive means mostly about -30% to -49%; further: on the % scale 0 is the no-effect control and ±100 the full control effect
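THP-1 cells pretreated 1 hr with compounds (up to 57.5 uM final), then stimulated with LPS (250 ng/mL final) plus ATP (1.25 mM final); secreted IL-1B measured by AlphaLISA after 16 hr, decreased signal indicating inhibition.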
HT1080 IDH1KD tx: kills HT-1080 cells with IDH1 knockdown. HT-1080 IDH1 knockdown viability, ATP luminescence, 48 h. AID 686971. 360,000 tested, 2% active. Potency, µM (highest dose often 46.1 µM), for the others: at the top dose activity, negative = toxicity, actives largely listed as cytotoxic;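 further: potency means the concentration at half of the fitted maximal effect; 0% = DMSO wells and -100% = cell-free medium wells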
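Cytotoxicity counter-line: IDH1KD HT-1080, 48 h, CellTiter-Glo. Curves classed by r2, magnitude and activity.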
KB-3-1 cytotox: kills parental KB-3-1 adenocarcinoma cells | Potency, µM (top dose mostly 46.1 µM), for inactives: at the highest dose activity change, negative = cytotoxic, usual class: cytotoxic | KB-3-1 viability, CellTiter-Glo ATP luminescence, 72 h | 400,000 tested, 1.4% active; further: potency means the concentration at half of the fitted maximal effect; on the % scale 0 is the no-effect control and ±100 the full control effect; nearly all actives have a fitted effect of over 60% in size
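Cells are dispensed, compounds pinned in, plates held at 37 °C for 72 h, then CellTiter-Glo is added and luminescence read after 10 minutes. Cell line: parental KB-3-1 in phenol-red-free DMEM, 10% FBS.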
HT1080-NT tox: kills 2HG-producing HT-1080-NT fibrosarcoma cells | HT-1080-NT fibrosarcoma viability, CellTiter-Glo ATP luminescence, 48 h | 360,000 tested, 1.6% active | Potency, µM (titrated, usually from 46.1 µM), for inactives: top-dose activity, negative = less viability, actives largely listed as cytotoxic;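 further: NT is the 2HG producing partner of a matched IDH1 knockdown line; potency means the concentration at half of the fitted maximal effect; 0% = DMSO-treated cells and -100% = media-only wells without cells; nearly all actives have a fitted effect of over 55% in size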
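HT-1080-NT; 750 cells/well; 5% FBS RPMI; 48 h compound, 37 degrees C; CellTiter-Glo luminescence; curve fitting and curve-class assignment.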
GLP-1R agonist: GLP-1 receptor (human) agonism. HEK293 GLP-1R CRE-luciferase, luminescence, 4-6 h; cells express a hypersensitive GLP-1R form. P43220. AID 624172. 380,000 tested, 0.007% active. Potency, µM (series often up to 45.6 µM), for inactives: at the top dose activation, actives largely listed as activators; further: potency means the concentration at half of the fitted maximal effect; % of control where 0% means no effect
Target sequence (P43220 whole entry, looked up): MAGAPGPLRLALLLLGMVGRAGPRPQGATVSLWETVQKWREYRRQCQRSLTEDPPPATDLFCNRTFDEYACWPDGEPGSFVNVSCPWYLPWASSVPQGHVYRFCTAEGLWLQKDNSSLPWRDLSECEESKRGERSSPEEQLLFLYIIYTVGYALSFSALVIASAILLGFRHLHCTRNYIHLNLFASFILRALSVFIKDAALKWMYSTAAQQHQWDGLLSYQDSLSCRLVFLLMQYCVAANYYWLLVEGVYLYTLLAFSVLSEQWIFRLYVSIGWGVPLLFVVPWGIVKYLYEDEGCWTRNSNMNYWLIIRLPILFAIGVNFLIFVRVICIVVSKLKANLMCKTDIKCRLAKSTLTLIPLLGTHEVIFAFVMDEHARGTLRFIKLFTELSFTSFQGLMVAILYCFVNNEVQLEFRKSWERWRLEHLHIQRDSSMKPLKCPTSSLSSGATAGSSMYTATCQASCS
D3 ag: activates the human D3 dopamine receptor; P35462; D3R DiscoveRx beta-arrestin cells, luminescence, 90 min; max activation, %; 410,000 tested, 0.58% active; AID 652048; in the data active means max activation above about 30%; further: 0% is about no effect; mostly tested at two doses, the higher about 12 µM
Target sequence (P35462 whole entry, looked up): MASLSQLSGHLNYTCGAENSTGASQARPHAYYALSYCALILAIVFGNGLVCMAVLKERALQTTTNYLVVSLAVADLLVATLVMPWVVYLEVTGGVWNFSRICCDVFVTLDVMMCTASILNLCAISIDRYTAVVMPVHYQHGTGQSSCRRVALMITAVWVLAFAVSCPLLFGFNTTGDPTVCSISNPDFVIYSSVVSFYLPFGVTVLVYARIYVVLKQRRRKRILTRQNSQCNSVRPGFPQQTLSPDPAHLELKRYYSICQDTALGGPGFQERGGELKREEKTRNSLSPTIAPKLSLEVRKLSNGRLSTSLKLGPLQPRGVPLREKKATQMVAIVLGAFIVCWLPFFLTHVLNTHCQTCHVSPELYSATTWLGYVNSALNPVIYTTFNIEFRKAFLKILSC
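Agonist mode: compounds and dopamine controls were applied to plated cells for 90 min at 37 degrees C after an overnight attachment at 1500 cells/well. Luminescent read-out followed 30 - 60 minutes at room temperature with DiscoveRx detection reagent.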
D3 antag: antagonists of human D3 dopamine receptor | P35462 | AID 652054 | max response, negative = inhibition, % | D3R cells, DiscoveRx beta-arrestin luminescence, antagonist mode; active compounds read low | 360,000 tested, 2.5% active; in the data active means max response below about -50%; inconclusive means no clear call, values can overlap the other calls; further: on the % scale 0 is the no-effect control and ±100 the full control effect; mostly tested at two doses, the higher about 12 µM
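Cells expressing the human receptor were seeded at 1500 cells/well, incubated overnight at 37 degrees C in 5% CO2, then exposed to library compounds with dopamine controls for 90 minutes at 37 degrees C before luminescent detection.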
Starred values were filed as active, the others as inactive; u = inconclusive; x = no result given; & = joins results of further samples; [ ] = remark or other dose. Unless noted, the call rests on the fitted dose curve; in most records, active means well fitted curve in the direction sought with a large enough effect; inconclusive means small, poorly fitted or top-dose-only effect, or another doubt; inactive means no such curve, though single readings can be large; an effect the other way counts as inactive or inconclusive. Compounds as they come; about 12% have a hit in one of these screens.

SMILES | KB-V1 cytotox | SW480 rerep | IL1B secr inh | HT1080 IDH1KD tx | KB-3-1 cytotox | HT1080-NT tox | GLP-1R agonist | D3 ag | D3 antag
CC1(C(=O)Nc2cccc3c2CCCC3)CCN1C(=O)C1(c2ccccc2)CC1 (stereo not given) | -1% | x | 2 | -22% | 0% | -22% | 11% | 6 | 12
CN(Cc1c(C(=O)N/N=C/c2cccs2)nnn1-c1nonc1N)c1ccccc1 | 27% | -3% | -7 | -20% | 10% | -14% | -1% | 5 | 7
COc1ccccc1OCC(=O)NCC1CCCN(Cc2cnn(C)c2C)C1 (stereo not given) | x | -2% | 1 | -4% | x | -5% | -2% | -9 | 0
O=C(NCCN1CCN(Cc2ccccc2)CC1)c1ccc(CS(=O)(=O)c2ccc(Br)cc2)o1 | u | 1% | -17 | -7% | -16% | -2% | 0% | -29 | u
COC(=O)C1CCN(C(=O)[C@H](C)NC(=O)C2CC(=O)N(c3ccc(F)cc3)C2)CC1 (stereo not given in full) | 24% | 4% | -4 | 14% | 0% | 0% | 0% | 0 | -15
COc1ccc([N+](=O)[O-])cc1NC(=O)CC1SC(=Nc2cccc(C)c2C)N(/N=C(\C)c2ccc(C)cc2)C1=O (stereo not given) | -26% | 21% | 20 | -12% | -1% | -14% | 1% | -1 | 11
Cc1ccc(OCC(=O)N(C)Cc2ccccc2)c([N+](=O)[O-])n1 | 11% | -8% | 15 | 19% | 22% | 15% | -6% | 6 | 15
NC(=O)CSc1nnc(C2CC2)n1Cc1ccccc1 | u | -4% | 11 | 3% | 7% | 0% | -3% | 7 | 3
NC(=Nc1ccccc1)N(c1ccccc1)c1ccccc1 | -6% | u | 6 | -17% | 2% | -1% | 17% | -8 | -14
Cc1cc(C(=O)COC(=O)CN=C2NS(=O)(=O)c3ccccc32)c(C)n1CCc1ccc(Cl)cc1 | -28% | 4% | -14 | 15% | -10% | 20% | -18% | -1 | 9
CCOC(=O)c1nn(-c2cc(C(=O)OC)cc(C(=O)OC)c2)cc1O | 1% | -4% | 11 | 1% | -8% | 1% | 3% | 2 | -27
O=C(Cn1cnc2ccccc2c1=O)Nc1ccc(-c2nnc3n2CCCCC3)cc1 | 18% | -19% | -8 | 4% | 0% | 6% | 4% | 2 | 14
CCCCN(C)c1c(C)nc2ccc(C(=O)NCCCn3ccnc3)cn12 | 1% | x | 10 | 13% | 7% | -14% | 1% | -3 | 2
CC(C)Sc1nc2[nH]ncc2c(=O)[nH]1 | 2% | -3% | 0 | -14% | -1% | 11% | 0% | 6 | -7
N#C/C(=C/c1ccc(Sc2nc3ccccc3[nH]2)o1)c1cccc(Br)c1 | 18µM* | 30% | u | u | u | u | -5% | 2 | 13
Cc1cc(C(=O)COC(=O)Cc2n[nH]c(=O)c3ccccc23)c(C)n1CC(F)(F)F | 0% | -15% | 14 | -2% | 1% | 4% | 17% | 1 | 19
CC1(C(=O)NS(=O)(=O)c2ccc(C#N)cc2)CCN1C(=O)c1ccc(C2CCCCC2)cc1 (stereo not given) | -15% | x | 12 | -17% | -9% | -13% | 2% | -9 | -14
CC(C)CC(=O)NS(=O)(=O)c1ccc(NS(C)(=O)=O)cc1 | -2% | -7% | 13 | 8% | 0% | 20% | -3% | 0 | 18
COCCNC(=O)C1CC2Cn3c(nc4cc(C)c(C)cc43)C2N1C (stereo not given) | -16% | -1% | 16 | -3% | -17% | -7% | -2% | -8 | -21
CCN(CC)C(=S)SCC(=O)NC12CC3CC(CC(C3)C1)C2 | -12% | -2% | u | -16% | -10% | -20% | 18% | 3 | 5
CCc1nc(N[C@H](C(=O)O)C(C)CC)c2oc3ccccc3c2n1 (stereo not given in full) | 15% | -4% | 11 | 11% | 2% | 12% | -16% | 5 | 30
CC(C)N1CC(C(=O)Nc2ccc(Br)c(Cl)c2)CC1=O (stereo not given) | -7% | -2% | u | -15% | 17% | 0% | -3% | 1 | 14
O=C(N/N=C/c1ccccc1OC(F)F)C1=COCCO1 | -3% | -3% | 0 | 8% | -1% | 8% | 2% | -6 | -7
Cc1cc(C)n2nc(CNS(=O)(=O)c3ccc(C)c(C)c3)nc2n1 | 19%&-2% | -3% | 1 | 10% | 16%&8% | 6% | -4% | 1&-4 | 15
COc1ccc(CNC(=O)C(Cc2ccccc2)n2cccc2)cc1 (stereo not given) | 0% | -104%[inhibitor] | -7 | 1% | -6% | 13% | 18% | 11 | 16

3 structures from above, sorted by SMILES length, descending.
SMILES | KB-V1 cytotox | SW480 rerep | IL1B secr inh | HT1080 IDH1KD tx | KB-3-1 cytotox | HT1080-NT tox | GLP-1R agonist | D3 ag | D3 antag
CC1(C(=O)Nc2cccc3c2CCCC3)CCN1C(=O)C1(c2ccccc2)CC1 (stereo not given) | -1% | x | 2 | -22% | 0% | -22% | 11% | 6 | 12
Cc1cc(C)n2nc(CNS(=O)(=O)c3ccc(C)c(C)c3)nc2n1 | 19%&-2% | -3% | 1 | 10% | 16%&8% | 6% | -4% | 1&-4 | 15
NC(=Nc1ccccc1)N(c1ccccc1)c1ccccc1 | -6% | u | 6 | -17% | 2% | -1% | 17% | -8 | -14

(further entries)
SMILES | KB-V1 cytotox | SW480 rerep | IL1B secr inh | HT1080 IDH1KD tx | KB-3-1 cytotox | HT1080-NT tox | GLP-1R agonist | D3 ag | D3 antag
Cc1cccc(C(=O)C2CCOC(C)(C)C2)c1 (stereo not given) | 14% | 0% | 4 | 18% | 2% | -3% | -7% | 7 | 0
CCCn1c(SCC(=O)c2cc(C)n(-c3ccc4c(c3)OCO4)c2C)n[nH]c1=O | 2.9µM* | -3% | 9 | -19% | 12µM* | -11% | 0% | 3 | 30
CCN(CC)CCOc1ccc2nc(N(C)C)sc2c1 | -2% | -5%&1% | 21 | 4% | 15% | 1% | 14%&8% | 1&-16 | -59*
CCCCN(C1CCS(=O)(=O)C1)S(=O)(=O)c1cccs1 (stereo not given) | 6% | -562%[inhibitor] | 15 | 11% | 13% | 11% | 8% | 9 | 1
O=C(O)COc1ccc(-c2nc(-c3ccccc3)c(-c3ccccc3)[nH]2)cc1 | 15% | -43% | -11 | u | 18% | u | 2% | 17 | 11
O=C(NCC(c1cccnc1)N1CCN(c2ccc(F)cc2)CC1)c1ccco1 (stereo not given) | -1% | -2% | 30 | 1% | u | -4% | -5% | -2 | -9
CCN(Cc1ccccc1)C(=O)c1cccc(S(=O)(=O)N2CCN(c3ccccc3)CC2)c1 | u | 0% | -6 | -1% | 0% | -15% | 5% | -12 | 3
COc1ccc(S(=O)(=O)N2CCN(C(=O)c3cccs3)CC2)cc1 | 7% | -3% | -12 | 8% | 2% | 3% | -2% | 4 | 0
O=C(Cn1cnc2ccccc2c1=O)NC1CCCc2ccccc21 (stereo not given) | -4% | -1% | 11 | -6% | 17% | -2% | 0% | -1 | 0
Cc1cc(NC(=O)CCC(=O)N(c2ccccc2)C(C(=O)NC2CCCCC2)c2cccs2)no1 (stereo not given) | -22% | 3% | -15 | -6% | -15% | -1% | 10% | -12 | 0
O=C1CCCc2c1oc1c2CCCC1 | 19% | -8% | 1 | 15% | 1% | 12% | 16% | 1 | -10
NC(=O)c1ccc(NC(=O)c2cccc3c2OCCCO3)cc1 | -2% | 0% | -15 | 18% | -2% | 27% | 6% | 25 | 12
CC(C)(C)NC(=S)NNC(=O)c1cccc(Br)c1 | 16µM* | 2% | 10 | -1% | u | 5% | 0% | 4 | 1
C/C(=N/NC(=O)c1ccccn1)c1ccco1 | 21µM* | 2% | -5 | u | u | u | -9% | -1 | 2
Cc1ccccc1NC(=O)COC(=O)[C@@H]1CCCN1C(=O)c1cccs1 | 14% | 3% | 25 | -3% | 17% | -1% | 12% | 20 | 15
COc1ccc(-c2cc(NC=O)c3ncc(-c4cccc(C(=O)NCCN(C)C)c4)n3c2)c(OC)c1 | -1% | x | -3 | 23µM* | 0% | 18µM* | -1% | 5 | 4
COCCNC(=O)C1(C)CCCN(Cc2csc3ccccc23)C1 (stereo not given) | -23% | x | 0 | 3% | 16% | -4% | -5% | -10 | u
CCCNS(=O)(=O)c1ccc(OCC(=O)N2CCc3ccccc3C2)c(C)c1 | -4% | -1% | 19 | -8% | 26% | 0% | -5% | -4 | 3
O=C(Cn1c(=O)n(Cc2ccc3c(c2)OCO3)c(=O)c2ccccc21)Nc1cccc(Cl)c1 | -4% | x | x | x | -3% | x | 0% | -1 | x
NC(=O)C1CCN(C(=O)COc2ccc(S(=O)(=O)NCc3ccccc3)cc2Cl)CC1 | 2% | -1% | 26 | 3% | -4% | 11% | -2% | 5 | 0
O=c1sc2ccccc2n1CCCOc1ccccc1 | -17% | 1% | 14 | -4% | 0% | -5% | 13% | -6 | -6

4 of the compounds above, with each value named:
Structure: O=c1sc2ccccc2n1CCCOc1ccccc1
  KB-V1 cytotox = -17%; SW480 rerep = 1%; IL1B secr inh = 14; HT1080 IDH1KD tx = -4%; KB-3-1 cytotox = 0%; HT1080-NT tox = -5%; GLP-1R agonist = 13%; D3 ag = -6; D3 antag = -6

Structure: Cc1ccccc1NC(=O)COC(=O)[C@@H]1CCCN1C(=O)c1cccs1
  KB-V1 cytotox = 14%; SW480 rerep = 3%; IL1B secr inh = 25; HT1080 IDH1KD tx = -3%; KB-3-1 cytotox = 17%; HT1080-NT tox = -1%; GLP-1R agonist = 12%; D3 ag = 20; D3 antag = 15

Structure: O=C(Cn1c(=O)n(Cc2ccc3c(c2)OCO3)c(=O)c2ccccc21)Nc1cccc(Cl)c1
  KB-V1 cytotox = -4%; SW480 rerep = x; IL1B secr inh = x; HT1080 IDH1KD tx = x; KB-3-1 cytotox = -3%; HT1080-NT tox = x; GLP-1R agonist = 0%; D3 ag = -1; D3 antag = x

Structure: COCCNC(=O)C1(C)CCCN(Cc2csc3ccccc23)C1 (stereo not given)
  KB-V1 cytotox = -23%; SW480 rerep = x; IL1B secr inh = 0; HT1080 IDH1KD tx = 3%; KB-3-1 cytotox = 16%; HT1080-NT tox = -4%; GLP-1R agonist = -5%; D3 ag = -10; D3 antag = u
